Screens from PubChem BioAssay.
Dyrk1A ADPGlo – Dyrk1A (rat) kinase inhibition; AID 504441; ADP-Glo luminescence, NFATc1 peptide; 310,000 compounds, 0.43% hits; inhibition, % at 12.5 µM; Q63470; in the data active = inhibition above about 50%;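 also: plate controls were vehicle with enzyme for no effect and no enzyme for full effect; many of its hits are not listed in these tables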
HDAC3 inhib – human HDAC3 inhibition; O15379; recombinant HDAC3, fluorogenic peptide/trypsin coupled, fluorescence; inhibition, % at 8.3 µM; 320,000 compounds, 0.15% hits; AID 2718; in the data active = inhibition above about 26%, passing the limit was not always enough; inconclusive = no clear call, values can overlap the other calls
PolyA inh – yeast polyadenylation inhibition; S. cerevisiae SKY197-pL101 polyadenylation reporter, beta-gal luminescence; efflux-impaired pdr1/pdr3 knockout yeast; score 100 = 6 SD above DMSO; calls only at 12 µM; 300,000 compounds, 0.02% hits;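 active = lowest replicate activity score at least 50, where 100 means six control SD above control mean; inconclusive = lowest score under 50 but half or more replicates reach 50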;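 also: yeast exposed to compound for 9 h at 30 °C; higher score means more reporter readthrough which indicates perturbed polyadenylation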
GSK3A inh – human GSK-3 alpha kinase inhibition; P49840; ADP-Glo luminescence, 60 min; inhibition, % at 10 µM; 320,000 compounds, 0.1% hits; AID 2650;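 in the data active = inhibition above about 50%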;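 also: GST-tagged GSK-3 alpha with peptide substrate and 25 µM ATP; 0% = DMSO neutral wells and 100% = GW8510 positive control wells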
Target sequence (P49840 whole entry, looked up): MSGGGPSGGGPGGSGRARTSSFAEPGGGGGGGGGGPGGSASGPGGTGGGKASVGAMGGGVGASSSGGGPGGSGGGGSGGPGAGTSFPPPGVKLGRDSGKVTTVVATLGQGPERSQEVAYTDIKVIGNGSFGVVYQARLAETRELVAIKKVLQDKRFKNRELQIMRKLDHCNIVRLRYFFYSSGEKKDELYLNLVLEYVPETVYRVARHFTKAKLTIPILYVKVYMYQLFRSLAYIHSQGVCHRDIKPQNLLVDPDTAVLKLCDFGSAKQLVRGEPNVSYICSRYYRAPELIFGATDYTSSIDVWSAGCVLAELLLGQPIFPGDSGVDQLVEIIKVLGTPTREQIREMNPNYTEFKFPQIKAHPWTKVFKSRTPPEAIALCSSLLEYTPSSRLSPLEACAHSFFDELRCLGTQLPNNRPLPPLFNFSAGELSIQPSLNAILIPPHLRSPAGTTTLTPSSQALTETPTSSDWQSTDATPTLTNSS
GSK3B inh – human GSK3beta kinase inhibition | P49841 | GST-GSK3beta kinase, ADP-Glo luminescence, 60 min; hits give low values | activity score (negative = inhibition), % at 10 µM | 300,000 compounds, 0.038% hits | AID 2097;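 active = more than half of replicate wells score below -50%, meaning over 50% inhibition versus plate controls; inconclusive = some replicates but at most half score below -50%; inactive = no replicate scores below -50%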;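 also: 0% = median DMSO wells and -100% = median GW8510 positive control wells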
Target sequence (P49841 whole entry, looked up): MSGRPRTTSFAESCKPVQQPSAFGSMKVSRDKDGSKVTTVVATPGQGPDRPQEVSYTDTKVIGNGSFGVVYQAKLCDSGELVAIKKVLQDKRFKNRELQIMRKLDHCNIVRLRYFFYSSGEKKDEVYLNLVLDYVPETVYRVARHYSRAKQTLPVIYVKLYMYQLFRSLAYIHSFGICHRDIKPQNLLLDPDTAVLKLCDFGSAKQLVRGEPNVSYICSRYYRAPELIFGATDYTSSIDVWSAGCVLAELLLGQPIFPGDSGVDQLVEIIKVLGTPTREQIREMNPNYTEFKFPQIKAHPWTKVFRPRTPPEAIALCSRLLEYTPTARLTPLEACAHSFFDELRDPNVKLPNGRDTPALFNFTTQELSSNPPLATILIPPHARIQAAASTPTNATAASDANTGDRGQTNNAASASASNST
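Assay system: GST-tagged human GSK3beta kinase, cell-free; Input: 1.6 ng GSK3beta; Medium: Tris/MgCl2 kinase buffer; Timing: 60 min enzyme reaction, room temperature; Signal: ADP-Glo luminescence quantifying ADP generated by kinase; Evaluation: score relative to plate controls; Benchmarks: DMSO neutral wells and GW8510 at 20 µM as positive.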
HSF1 activator – increases HSF-1 driven luciferase reporter signal | NIH3T3-HGL HSF-1 luciferase reporter, MG132, 8 h; 100% = twice DMSO control signal | activation, % at 9 µM | 300,000 compounds, 1.7% hits;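 active = mean replicate activation of at least 50% with a set share of replicates each reaching 50%; inconclusive = only one of those two conditions met; inactive = mean below 50% and too few replicates reaching it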;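 also: 0% = median of the neutral control wells and 100% = twice that signal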
Platelet DG rel – platelet dense granule release activity | human platelet-rich plasma, SFLLRN dense granule ATP release, luminescence | 300,000 compounds, 0.22% hits | inhibition, %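 (compounds screened at 7.5 µM in platelet-rich plasma)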;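 active = mean replicate score, as percent of positive control, at or above 50; inconclusive = mean below 50 but at least one replicate at or above 50; inactive = mean and every replicate below 50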
AI-2 QS mod – modulators of Vibrio harveyi AI-2 quorum sensing system | activity change, % at 7.5 µM | AID 2094 | 300,000 compounds, 0.4% hits | Vibrio harveyi JMH597 AI-2 luminescence/OD600 ratio, 9 h; hits give low values; strain lacks LuxN and CqsS sensors; 0 = neutral-control median; in the data active = activity change below about -75%, passing the limit was not always enough; inconclusive = no clear call, values can overlap the other calls;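 also: luminescence divided by OD600 gain over 9 h not by final OD600 alone; inactives centre near 13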
HSP90 inh – HSP90 refolding inhibition in rabbit reticulocyte lysate; AID 1789; 290,000 compounds, 0.91% hits; luciferase refolding luminescence, 3 h; inhibition, % at 5.6 µM;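 active = inhibition above the screen-wide mean plus 3 SD, computed separately per campaign, cut at about 16% in these data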;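 also: 0% = DMSO wells and 100% = 60 µM geldanamycin wells; inhibitors lower the luminescence because luciferase stays unfolded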
HSF1 inhib – HSF1 inhibition; activity change, negative = inhibition, % at 7.5 µM (by protocol); NIH3T3-HGL HSE-luciferase, MG132-induced, luminescence 8 h; hits give low values; 300,000 compounds, 0.77% hits; AID 2098;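 active = more than half of replicate wells show activity change below -50%, luminescence cut by over half; inconclusive = some wells, but at most half, below -50%; inactive = no replicate well below -50%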;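 also: luciferase reports HSF-1 transcriptional activity via heat shock element; 0% = median of DMSO wells and -100% = zero luminescence signal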
Numbers without * were called inactive; i = inactive; ? = inconclusive; nt = no result given. Some of the compounds tested; the hit share may differ from the screen's.

SMILES	Dyrk1A ADPGlo	HDAC3 inhib	PolyA inh	GSK3A inh	GSK3B inh	HSF1 activator	Platelet DG rel	AI-2 QS mod	HSP90 inh	HSF1 inhib
Cc1ccc(CN2CCN(/N=C/c3cc(Br)cc(Br)c3O)CC2)cc1	5	-3	i	1	0	-27	5	-5	2	-11
O=C(CCC(=O)c1cccs1)NCCc1ccc(F)cc1	-12	1	i	0	0	-3	-1	10	nt	-5
COCCN(CC(=O)NC1CCCCC1)C(=O)CSc1nc2ccccc2o1	4	-2	i	nt	1	-1	0	44	-3	-1
CCC(=O)NCCNc1nc2cc(C)cc(C)c2cc1C#N	1	-5	i	-1	-1	8	18	24	1	0
CCc1cc(=O)oc2c(C)c(OCC(=O)NCCCN3CCOCC3)ccc12	4	-6	i	-7	-3	11	6	1	2	-2
COc1ccccc1C(=O)NNC(=O)C(=O)NCc1ccccc1	36	-4	i	-2	-2	38	4	23	-3	-1
O=C(Nc1cccc2c1C(=O)NC2=O)c1cccc(N2C(=O)CCC2=O)c1	3	-10	i	6	-8	-9	6	-2	2	1
CCc1ccc(NC(=O)CSc2nnc(Cc3cccn3C)n2-c2ccc(OC)cc2)cc1	8	-6	i	nt	5	24	-1	9	4	8
Cc1ccc(-n2c(C)nn(Cc3ccc([N+](=O)[O-])cc3)c2=O)cc1	nt	0	i	-2	-1	10	2	29	-2	-2
Nc1nc(-c2cc(O)ccc2[N+](=O)[O-])cc(-c2ccccc2)c1[N+](=O)[O-]	23	3	i	2	-2	11	1	3	2	-2
COc1cc(OC)c(NC(=S)NCc2ccccc2)cc1Cl	nt	-9	nt	-2	3	nt	nt	-2	-1	nt
c1coc(CNc2c3c(nc4ncnn24)CCCC3)c1	34	5	i	0	1	-8	0	34	-4	2
Cc1nn(Cc2ccc(Cl)c(Cl)c2)c(C)c1NC(=O)c1sc2ccccc2c1Cl	nt	5	i	-5	0	23	-1	1	-1	18
Cc1cc(C)cc(NS(=O)(=O)c2ccc3c(c2)C(C)(C)C(=O)N3C)c1	17	4	i	-2	2	-1	-9	0	-4	1
CN(CC(O)COC(c1ccccc1)c1ccccc1)C1CCCCC1 (stereo not given)	3	-9	i	-3	0	-1	5	2	3	-2
Cc1ccc(N2C(=O)c3cccc([N+](=O)[O-])c3C2=O)cc1C	nt	1	i	-3	2	-12	-21	14	-3	-19
CCNS(=O)(=O)c1ccc(C(=O)Nc2ccccc2)cc1	4	7	i	-6	0	5	10	29	-1	0
CC(=O)Nc1ccc(NC(=O)C(C)OC(=O)C2CCC2)cc1 (stereo not given)	-1	-2	i	-2	0	3	-13	32	nt	0
C=CCNc1nc(Nc2ccc([N+](=O)[O-])cc2)nc(N2CCCC2)n1	-1	3	i	nt	-4	2	0	23	7	-6
O=C(/C=C/c1ccco1)N/C(=C\c1ccccc1)C(=O)NCCc1nc2ccccc2[nH]1	-1	8	i	-2	2	0	-4	14	4	3

A draw from above in order of length of the SMILES, largest number first.
SMILES	Dyrk1A ADPGlo	HDAC3 inhib	PolyA inh	GSK3A inh	GSK3B inh	HSF1 activator	Platelet DG rel	AI-2 QS mod	HSP90 inh	HSF1 inhib
Cc1ccc(N2C(=O)c3cccc([N+](=O)[O-])c3C2=O)cc1C	nt	1	i	-3	2	-12	-21	14	-3	-19
COc1ccccc1C(=O)NNC(=O)C(=O)NCc1ccccc1	36	-4	i	-2	-2	38	4	23	-3	-1
CCC(=O)NCCNc1nc2cc(C)cc(C)c2cc1C#N	1	-5	i	-1	-1	8	18	24	1	0

More records follow:
SMILES	Dyrk1A ADPGlo	HDAC3 inhib	PolyA inh	GSK3A inh	GSK3B inh	HSF1 activator	Platelet DG rel	AI-2 QS mod	HSP90 inh	HSF1 inhib
CC#CCCCC(=O)Nc1ccccc1C(=O)O	4	-11	i	-2	-5	17	1	29	-2	2
CCOC(=O)C1(CCc2ccccc2)CCN(C(=O)CCc2cnccn2)CC1	12	2	i	0	1	31	-25	21	-3	15
COc1ccc(NC(=O)c2ccc(CN3CCc4ccccc4C3)cc2)c(OC)c1	5	-6	i	-1	-3	-5	-2	5	-2	-2
CC(=O)Nc1ccc(NC(=O)C(C)OC(=O)/C=C/c2ccc3c(c2)OCO3)cc1 (stereo not given)	7	-1	i	-2	2	16	-21	33	nt	-2
COc1ccc(C)cc1NC(=O)CCc1c(C)nn(-c2ccc(N3CCCCC3)nn2)c1C	-4	-11	i	-1	0	42	0	7	2	27
CCOC(=O)C1CCCN(S(=O)(=O)c2cccc3cccnc23)C1 (stereo not given)	0	?	i	-3	1	-4	-4	6	3	-9
Nc1nnc(CC(=O)N/N=C\c2cc([N+](=O)[O-])ccc2O)s1	-31	-1	i	-1	0	0	2	30	-1	-3
S=c1[nH]nc(-c2ccccc2)n1/N=C/c1cccc(Cl)c1	nt	5	i	-1	-2	10	-9	7	3	-3
Cc1occc1C(=O)NNC(=S)Nc1ccccc1C(F)(F)F	0	-9	i	1	5	31	4	0	-1	5
Cc1ccccc1CN1CCN(Cc2cc3ccccc3o2)CC1CCO (stereo not given)	5	10	i	-3	0	-9	-1	22	-1	-1
CC(C)Oc1ccc(C(=O)CCN2CCCCC2)cc1	3	1	i	0	0	1	0	17	4	0
CCOc1cc(/C=N/Nc2nnc(C)n2N)ccc1O	6	0	i	0	0	58*	-9	30	2	31
COc1cccc(C2C(C(=O)c3sc(C)nc3C)=C(O)C(=O)N2CCN2CCOCC2)c1OC (stereo not given)	8	0	i	-5	-1	-3	7	33	0	-2
O=C(c1ccccc1)C1CN(c2ccccc2)CC1c1ccc(Cl)cc1 (stereo not given)	8	4	i	-1	4	-2	1	17	1	0
CCn1c(C)nnc1SCC(=O)Nc1nccs1	-3	0	i	4	-1	-15	-4	23	2	-7
N=C1SCC(=O)N1c1ncc(Cc2ccc(F)cc2)s1	2	6	i	0	4	23	6	28	0	5
Cc1cc2c(c(=O)n1CCN(C)C)C(c1ccc(Br)cc1)C(C#N)=C(N)O2 (stereo not given)	-2	-5	i	-5	0	16	-11	11	1	5
COc1ccccc1NC(=S)N1CCN(Cc2ccccc2)CC1	-6	0	i	2	-1	15	-10	6	-3	1
CCC(C)N1C(=O)c2ccccc2C1C(=O)NC1CCCCCC1 (stereo not given)	2	-3	i	-2	0	-5	-5	18	0	-3
COc1ccc(Cl)cc1NS(=O)(=O)c1cc(Br)cnc1N	-5	8	i	-2	-2	28	-2	-5	-5	9
O=C(O)CCn1cc(/C=C\C(=O)c2ccc(Cl)cc2)c(-c2cccc(Br)c2)n1	-9	14	i	-3	0	13	12	47	-6	14
CCOC(=O)CC(NC(=O)CCc1c(C)nc2ncnn2c1C)c1ccc(C)cc1 (stereo not given)	-1	1	i	-3	0	8	-5	14	-2	5
O=c1cc(CN2CCN(c3ccccc3F)CC2)c2cc3c(cc2o1)CCCC3	5	0	i	3	1	-2	-7	4	5	-6
CCOC(=O)Cc1csc(NC(NC(=O)OCC)(C(F)(F)F)C(F)(F)F)n1	-6	1	i	-2	1	-12	2	19	3	1
COc1ccc([N+](=O)[O-])cc1NC(=O)C(C)OC(=O)c1cccnc1Cl (stereo not given)	3	17	i	1	-2	6	-1	12	0	11
O=C1CCc2ccccc2N1Cc1ccccc1	-2	-2	i	-2	2	-1	-1	7	1	-6
CCOC(=O)c1ccc(NC(=O)CSc2nnc(-c3ccncc3)n2C)cc1	-1	-3	i	-2	-2	20	-14	31	2	7
CC(C)N(C(=O)CSc1nnc(Cc2csc(Nc3ccccc3)n2)o1)C(C)C	1	2	i	-1	1	7	-10	12	-4	5
O=C(CSc1nnc(-c2cccnc2)n1-c1ccccc1)N1CCN(c2ccc(F)cc2)CC1	-6	-11	i	1	0	15	2	26	15	-3
O=c1cc(C(F)(F)F)[nH]c2c(C(F)(F)F)cccc12	5	-24	i	0	5	7	-1	?	0	-6
COc1ccc(C2(C(=O)NCC3CCCO3)CCOCC2)cc1 (stereo not given)	1	2	i	0	-2	-1	7	-15	-2	-3
COc1ccc(NC(=O)CN(C)S(=O)(=O)c2ccc3c(c2)CC(C)N3C(C)=O)cc1OC (stereo not given)	-5	2	i	-8	-21	5	2	13	0	-4
CNc1oc(-c2ccccc2Cl)nc1C#N	19	nt	i	nt	-1	15	0	6	-2	7
O=c1o[nH]c(-c2ccccc2)c1-c1ccccc1	nt	3	i	-1	2	-67	-1	17	nt	-60*
Cc1c(-c2ccc(Br)cc2)[n+](=O)c2c(n1[O-])CCCC2	-12	-12	i	-1	-1	-13	3	14	-1	-8
Cc1ccc(NC(=O)CCN2C(=O)c3cccc([N+](=O)[O-])c3C2=O)c(Br)c1	3	-9	i	-1	0	1	12	15	-2	0
CCN(CC)S(=O)(=O)c1ccc(C(=O)OCn2nnc3ccccc3c2=O)cc1	-7	-5	i	-3	5	14	8	-9	-6	-2
COc1cccc(NC(=O)Nc2nnc(Cc3ccc(OC)c(OC)c3)s2)c1	1	-1	i	-1	-2	-13	4	6	0	-7
O=C(NC(=S)Nc1ccc2nc[nH]c2c1)c1ccccc1	19	6	i	-1	0	29	-18	33	-3	21
O=C(COC(=O)c1ccc(Br)cc1)NCCc1ccccc1	1	-4	i	-2	-2	-12	3	24	1	-6
CCOC(=O)C1=C(CN2CCOCC2)NC(=O)NC1c1cccc([N+](=O)[O-])c1 (stereo not given)	-9	-7	i	-1	0	23	-24	15	-1	8
Cc1ccsc1/C=N/Nc1nc(=O)[nH]nc1C	22	8	i	11	-8	12	51*	0	13	-5
COCCN=c1scc(-c2cccs2)n1/N=C/c1ccc(O)c(O)c1O	0	-4	i	-4	2	-4	3	34	1	-8
NS(=O)(=O)c1ccc(NC(=O)COC(=O)CCC2CCCCC2)cc1	2	nt	i	nt	-2	8	-19	13	-3	-1
COc1ccccc1OC(C)C(=O)Nc1ccc2c(c1)n(C)c(=O)n2C (stereo not given)	0	0	i	2	0	-5	13	8	-6	-2
O=C(CC(C(=O)O)C1CCCO1)NCc1ccccc1 (stereo not given)	5	-8	i	-1	1	-1	0	10	-3	2
COc1ccc(C(CCN(Cc2ccc(OC)c(OC)c2)C(C)=O)C(C)C)cc1 (stereo not given)	-4	4	i	0	3	13	1	7	2	-4
CCOC(=O)C1CCCN(C(=O)COc2ccccc2O)C1 (stereo not given)	-5	4	i	0	-1	43	6	9	2	2
COc1cccc(OCc2ccc(Cl)cc2)c1C#N	nt	6	i	1	-1	61*	1	nt	1	40
CC1CCCN(C(=O)c2ccc3c(=O)n(Cc4ccc5c(c4)OCO5)c(=S)[nH]c3c2)C1 (stereo not given)	2	6	i	0	1	5	2	-10	0	-1
Cc1cccc(C)c1OCCn1nc(C(=O)O)c2ccccc2c1=O	6	4	i	0	2	30	3	0	5	1
